Bioassay records: PubChem BioAssay, National Center for Advancing Translational Sciences (NCATS)
Sm TGR block = S. mansoni TGR enzyme inhibition; Q962Y6; purified TGR, DTNB reduction, TNB absorbance 405 nm; Potency, µM (doses to about 114 µM), without a hit: at the highest dose activity change, negative = inhibition, most hits filed as inhibitors; 3% of 360,000 active; note: potency is the fitted concentration of half-maximal effect; nearly all actives have a fitted effect of over 60% in size
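First, TGR (20 nM dispensed) and NADPH were mixed with compound. Second, a 15 min room-temperature incubation followed. Third, further NADPH and then DTNB were added to start the reaction. Finally, TNB absorbance was monitored kinetically.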
HCMV inh = blocks human cytomegalovirus replication. HFF cells, HCMV-luciferase reporter, 72 h; active compounds read low. activity change, negative = inhibition, % at 57.5 µM. 4.5% of 410,000 active; in the data active = activity change below about -60%; inconclusive = no clear call, values can overlap the other calls; inactive = above about -39%
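Steps: HFFs plated, 16 h 37C; compounds added; HCMV-luciferase added to MOI 1 PFU/cell; 72 h 37C; OneGlo reagent, 5 min room temperature; luminescence read, normalized to controls.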
HCV inhibitor = HCV inhibition; Potency, µM (highest dose often 41.8 µM), inactives show at the top dose activity change, negative = inhibition, most hits filed as inhibitors; 3.4% of 340,000 active; AID 651820; Huh7.5.1 HCVcc-Cre infection, luciferase reporter, 44 h; note: potency is the fitted concentration of half-maximal effect
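Luciferase read-out (15 sec integration) after a 15 min room-temperature substrate step quantifies HCVcc-Cre infection. Cells, 1,000 per well, had compound added 4 h post-plating, then virus at ~0.5 moi, and were cultured 44 h.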
FBPA Giardia inh = inhibitors of Giardia lamblia fructose-1,6-bisphosphate aldolase. A8B2U2. purified Giardia FBPA. Potency, µM (highest dose often 59.6 µM), inactives show at the top dose activity, negative = inhibition, actives largely listed as inhibitors. 0.71% of 290,000 active; note: potency is the fitted concentration of half-maximal effect; nearly all actives have a fitted effect of over 55% in size
Target sequence (A8B2U2 whole entry, looked up): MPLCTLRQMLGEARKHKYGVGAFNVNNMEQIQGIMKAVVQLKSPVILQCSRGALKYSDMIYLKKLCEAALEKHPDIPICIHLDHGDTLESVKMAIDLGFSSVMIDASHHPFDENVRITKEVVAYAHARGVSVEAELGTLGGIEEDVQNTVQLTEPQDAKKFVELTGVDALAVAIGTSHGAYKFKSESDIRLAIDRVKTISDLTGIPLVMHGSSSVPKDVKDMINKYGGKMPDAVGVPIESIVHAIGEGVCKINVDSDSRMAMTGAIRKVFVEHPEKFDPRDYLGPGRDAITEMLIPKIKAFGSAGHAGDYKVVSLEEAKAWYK
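40 nM FBPA preincubated 10 min at RT with compound (up to 57.5 uM final), then substrate plus GAPDH/TPI/NAD/arsenate coupling and diaphorase/resazurin added. Fluorescence read after 20 min at RT, 525/598 nm.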
AmpC inh detg = inhibitors of E. coli AmpC beta-lactamase with detergent; AID 485294; AmpC hydrolysis of nitrocefin, absorbance 480 nm, 0.01% Triton; Potency, µM (series often up to 114 µM), for the others: at the top dose activity change, negative = inhibition, hits mostly inhibitors; 0.041% of 370,000 active; P00811;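 note: potency is the fitted concentration of half-maximal effect; 0% = no-compound wells and -100% = no-enzyme wells; nearly all actives have a fitted effect of over 25% in size; some results filed as inactive show a strong effect at the top dose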
Target sequence (P00811 whole entry, looked up): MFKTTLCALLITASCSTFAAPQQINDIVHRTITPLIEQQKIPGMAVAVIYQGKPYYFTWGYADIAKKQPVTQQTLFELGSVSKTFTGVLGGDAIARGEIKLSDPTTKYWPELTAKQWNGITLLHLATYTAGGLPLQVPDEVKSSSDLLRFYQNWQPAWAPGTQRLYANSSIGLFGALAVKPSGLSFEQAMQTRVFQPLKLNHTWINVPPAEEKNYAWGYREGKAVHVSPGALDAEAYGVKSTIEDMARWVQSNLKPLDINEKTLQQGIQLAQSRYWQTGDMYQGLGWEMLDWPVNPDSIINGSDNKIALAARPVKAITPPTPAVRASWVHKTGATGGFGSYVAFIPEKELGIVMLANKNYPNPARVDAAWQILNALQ
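20 mM phosphate pH 7.0 + 0.01% (detergent screen) or 0.0001% Triton X-100; 5.3 nM AmpC reagent; cpd preinc 15 min RT; nitrocefin (800 uM stock) to start; A480 q20 s × 4 min; Activity was normalised to no-enzyme and no-compound control wells.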
AmpC no deterg = inhibitors of E. coli AmpC beta-lactamase without detergent; 0.52% of 330,000 active; Potency, µM (highest dose often 57.1 µM), inactives show at the highest dose activity change, negative = inhibition, most hits filed as inhibitors; P00811; AmpC nitrocefin hydrolysis, absorbance 480 nm, 0.0001% Triton; AID 485341;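 note: potency is the fitted concentration of half-maximal effect; plate controls were no compound for no effect and no enzyme for full effect; nearly all actives have a fitted effect of over 20% in size; some results filed as inactive show a strong effect at the top dose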
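20 mM phosphate pH 7.0 + 0.01% (detergent screen) or 0.0001% Triton X-100; 5.3 nM AmpC reagent; cpd preinc 15 min RT; nitrocefin (800 uM stock) to start; A480 q20 s × 4 min; Activity was normalised to no-enzyme and no-compound control wells.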
Active calls of the source: *; u = inconclusive; x = no result given; & = joins results of further samples; [ ] = remark or other dose. Unless noted, calls come from the whole dose curve; as a rule, active = well fitted curve in the direction sought with a large enough effect; inconclusive = small, poorly fitted or top-dose-only effect, or another doubt; inactive = no such curve, though single readings can be large; an effect the other way counts as inactive or inconclusive. Unless noted, % is set by controls: 0 for no effect and ±100 for the full control effect.

Structure	Sm TGR block	HCMV inh	HCV inhibitor	FBPA Giardia inh	AmpC inh detg	AmpC no deterg
COc1ccc(-c2nnc(SCC(=O)Nc3ccc(C)c(Cl)c3)nc2-c2ccc(OC)c(OC)c2)cc1OC	0%	7	x	x	8%	x
COCCn1c(SCC(=O)NNC(=O)c2ccc(OC)c(OC)c2)nc2ccccc2c1=O	6%	-9	-25%	0%	-2%	-10%[11.4 µM]
Cc1cccc(OCC(=O)OCc2cc(=O)n3nc(-c4cccs4)sc3n2)c1	-1%	39	x	x	3%	x
CCCCOC(=O)C(C)Nc1n[nH]c(=O)[nH]c1=O (configuration not stated)	1%	9	11%	0%	-12%	-13%
COc1ccccc1N(C)S(=O)(=O)c1ccc(C(=O)Nc2nnc(C)s2)cc1	-4%	55	-6%	x	-9%	-27%
NC(=O)C1CCN(c2nc(-c3ccc4occc(=O)c4c3)cs2)CC1	u	-3	x	x	8%	18%&98%
c1ccc(OCc2nn3c(-c4n[nH]c5c4CCC5)nnc3s2)cc1	7%[11.4 µM]	-11	-15%	6%	11%	-19%
CCOC(=O)c1c(N)c2cc([N+](=O)[O-])ccc2n1C	0%	-16	7%	0%	2%	-17%
Cc1csc(SCC(=O)Nc2ccc(S(=O)(=O)N3CCCC3)cc2)n1	-6%	-32	-19%	0%	-2%	-21%
COc1ccc(C)cc1N(C)C(=O)CCc1nc(-c2ccccc2F)no1	3%	-17	x	x	-1%	x
CCOC(=O)C1=C(CS(=O)(=O)c2ccccc2)NC(=O)NC1c1ccccc1OC (configuration not stated)	-6%	-6	-3%	4%	-2%	-19%
CC(C)(C)C(=O)CN1C(=O)NC(c2ccccc2)(c2ccccc2)C1=O	1%	6	17%	-9%	-11%	-14%
Cn1c(=O)c2[nH]c(CNCc3ccccc3Cl)nc2n(C)c1=O	-13%	-10	13%	16%	-9%	-10%
O=S1(=O)CCC(n2ncc3c2/C(=C/c2ccccc2)CC3)C1 (configuration not stated)	-9%	-24	0%	-12%	-5%	-13%
CCOc1cccc(Oc2ncccc2C(=O)/C(C#N)=C/N(C)C)c1	0%	26	18%	8%	4%	-11%
CCOc1ccc(C(=O)NCCCN(CC)CC)cc1	0%	10	9%	12%	-12%	-15%
CCCOC(=O)c1c(NC(=O)C2CCCO2)sc(C(=O)OC)c1C (configuration not stated)	-10%	-20	u	0%	-8%	4%
COC(=O)c1cc(/C=C/c2ccccc2)[nH]n1	-10%	-4	7%	9%	u	-3%
COc1cc(C(=O)NCC(c2cccs2)N2CCc3ccccc32)cc(OC)c1OC (configuration not stated)	-4%	0	u	x	-11%	110%[activator]
Cc1cc(C)cc(NC(=O)C2CCCN(S(=O)(=O)c3cccc4nsnc34)C2)c1 (configuration not stated)	16%	6	x	x	0%	x
O=C(NCc1ccc(N2CCCC2=O)cc1)c1cn(Cc2ccccc2)nn1	0%	29	-1%	1%	-8%	-4%
O=C(CCc1nc(-c2ccccc2F)no1)Nc1cccc(C(F)(F)F)c1	-10%	-33	x	x	-2%	x
Cn1c(C=O)c(C#CC(C)(C)O)c2ccccc21	u	1	u	x	-2%	-13%
CCCN(CCC)c1c([N+](=O)[O-])c(=O)oc2ccccc12	-2%	-8	26%	0%	u	-17%
CC1(C)Cc2cccc(OCC(=O)Nc3ccccc3F)c2O1	-3%	-31	0%[8.37 µM]	x	-5%	u
Cc1c(Cl)cccc1NC(=O)CN1CCC(NC(=O)C2CCCCC2)CC1	7%	-22	-2%	0%	-7%	-9%
C[C@@H](NC(=O)[C@@H]1Cc2ccccc2CN1C(=O)OC(C)(C)C)C(=O)NCC1CCCO1 (some centres not stated)	-5%	-19	17%	x	6%	13%
O=S(=O)(NCc1ccccn1)c1ccc2c(c1)OCCO2	5%	-6	2%	-2%	-10%	-20%
CC(C)(C)[C@@H]1C=C(C(=O)N2CCN(Cc3ccccc3)CC2)O[C@H](OCc2ccc(CO)cc2)C1	-26%	37	13%	-10%	-6%	147%[activator]
CCC(C)(C)n1nnnc1C(c1cccnc1)N1CCN(c2cccc(C(F)(F)F)c2)CC1 (configuration not stated)	-2%	30	0%	2%	-2%	166%[activator]

(more compounds)
Structure	Sm TGR block	HCMV inh	HCV inhibitor	FBPA Giardia inh	AmpC inh detg	AmpC no deterg
O=c1[nH]c(/C=C/c2ccc3c(c2)OCO3)c([N+](=O)[O-])c(=O)[nH]1	-20%	x	x	8%	-9%	-12%
Nc1ccc(NC(=O)Nc2ccc(N)cc2)cc1	-4%	-23	11%	0%	-13%	-16%
COc1ccc(Cl)cc1-c1nc(-c2ccc(NC(=O)c3cccs3)cc2)no1	-3%	x	u	0%	u	-26%
COc1ccc2ccccc2c1/C=N/O	-6%	16	-3%	0%	-12%	-20%
CCn1c2ccccc2c2nnc(N3CCN(c4ccc(F)cc4)CC3)nc21	0%	-27	x	x	23%	x
CC1CC(C)CN(C(=O)CN(C)S(=O)(=O)c2ccc3c(c2)c(=O)n(C)c(=O)n3C)C1 (configuration not stated)	-16%	u	9%	x	-6%	99%[activator]
Cc1ccc(C(C)(C)C)cc1S(=O)(=O)Nc1nc2ccccc2nc1Cl	u	16	18%	7%	-5%	-32%
Clc1ccc(Nc2nc(-c3cccnc3)cs2)cc1	-22%	17	-26%	3%	u	-33%
Cc1cccc(C)c1NC(=O)CN1CCNCC1	-12%	38	0%	0%	-2%	-2%
Cc1ccccc1NC(=O)CN1C(=O)C2C3CC(C(Br)C3Br)C2C1=O (configuration not stated)	-2%	u	10%	-1%	-4%	-17%
Cc1cc(N2CCN(c3ccc(F)cc3)CC2)nc2cc(O)ccc12	7%	-31	-12%	5%	-7%	-40%
CCOC(=O)Nc1ccc([N+](=O)[O-])cc1C	4%	9	15%	2%	-4%	-7%
O=C(COc1ccccc1Cl)Nc1ccc2oc(=O)ccc2c1	9%	-17	2%	3%	6%	-9%
CC(C)Sc1nc2ccccc2n2cnnc12	26%	-26	3%	1%	-2%	0%
CC1CN(C(=S)Nc2ccccc2C(F)(F)F)CC(C)O1 (configuration not stated)	-15%	-3	u	-15%	-7%	1%
CCOc1ccc(-c2nonc2NC(=O)COc2ccccc2)cc1	8%	-8	x	x	-7%	x
N#Cc1c(N)n(-c2ccccc2)c(=O)c2cc([N+](=O)[O-])ccc12	x	u	u	0%	2%	-7%
COc1ccc(Cc2nnc(NC(=O)c3ccc(OC)cc3OC)s2)cc1	7%	9	u	6%	u	64%[activator]
O=C(c1ccco1)N1CCN(CCCCN2C(=O)c3ccccc3C2=O)CC1	-12%	6	-4%	0%	2%	53%
CCC(C(=O)NC1CCCCC1)N(CC1CCCO1)C(=O)CNS(=O)(=O)c1ccc(OC)cc1 (configuration not stated)	-5%	-23	9%	0%	1%	70%[activator]
COc1ccc(C)cc1S(=O)(=O)N(C)CC(=O)NCc1ccccn1	9%	-20	8%	-1%	0%	-8%
COc1cc(/C=C/C(=O)OCC(=O)NCc2ccco2)ccc1OCC#N	-25%	-23	3%	-21%	-5%	1%
COc1cc(NC(=O)c2ccc(Cl)cc2Cl)ccc1NC(=O)c1cccs1	10%	-4	u	0%	1%	-24%
Cc1cc(=O)oc(C)c1C(=O)OCC(=O)c1ccc(Cl)cc1	9%	-15	-4%	x	0%	-8%
O=C(CN(Cc1ccc(F)cc1)C(=O)CCC(=O)Nc1ccccn1)NCCc1ccccc1	2%	-31	-8%	-2%	-12%	0%
Cc1nc(Cc2nnc(SCC(=O)N3CC(=O)Nc4ccccc43)o2)cs1	x	-7	23%	x	x	-19%
Cc1ccccc1C(=O)NNC(=O)C1CC(=O)N(Cc2ccccc2)C1 (configuration not stated)	4%	-24	-47%	x	-11%	-9%
C=CCC[C@@H](Cc1ccc(F)cc1)C(=O)OC[C@@H](NC(=O)[C@H](CC=C)CC(=O)NCCO)C(C)(C)C	x	-16	-1%	x	x	294%[activator]
COc1ccc(N(CC(=O)NCc2ccccc2OC)S(=O)(=O)c2ccccc2[N+](=O)[O-])c(OC)c1	15%	-36	u	-4%	0%	8%
CCN1CCN(c2ccc(N)cc2)CC1	5%	-15	14%	-11%	1%	-17%

New compounds follow
Structure	Sm TGR block	HCMV inh	HCV inhibitor	FBPA Giardia inh	AmpC inh detg	AmpC no deterg
Cc1cc(=O)oc(C)c1C(=O)Nc1ccc(Cl)cn1	3%	66	-6%	3%	u	2%
O=C1CCCC(=O)C1CS(=O)(=O)c1ccccc1	2.2µM*	20	-4%	u	-4%	-27%
CON(C)S(=O)(=O)c1cccc(C(=O)N(CC(=O)Nc2ccccc2C(F)(F)F)Cc2ccco2)c1	x	-18	u	x	x	43%
Cc1ccc(-c2noc(CCC(=O)Nc3ccc4c(c3)OCO4)n2)cc1	0%	-29	-9%	0%	u	-29%
CCOC(=O)C1=C(N)Oc2cc(O)ccc2C1c1cccnc1 (configuration not stated)	u	149	-14%	-5%	-4%	-35%
CC(NC(=O)c1ccccc1C(=O)O)c1ccc(-n2ccnc2)cc1 (configuration not stated)	-21%	-26	5%	-4%	-13%	-15%
Cc1ccc(S(=O)(=O)N(Cc2n[nH]c(=S)n2-c2ccccc2)c2ccccc2)cc1	-17%	0	10%	18%	2%	-42%
CC(N)=Nc1ccc([N+](=O)[O-])cc1	-2%	-5	11%	0%	-4%	-6%
O=C(c1cccc([N+](=O)[O-])c1)N1CCCC(C(=O)N2CCCCCC2)C1 (configuration not stated)	2%	32	15%	3%	6%	-5%

Outcome played no part in choosing rows; 9.9% or so of the library scored in one or more.
